inhibitors of VEEV: inhibitors of VEEV TC-83 cytopathic effect, confirmation, Vero cells (AID 588727); Vero cells, VEEV TC-83 cytopathic effect inhibition; higher % means a stronger effect; inhibition, % at 20 µM, or IC50 in µM where a hit was titrated; actives 0.13% (n = 350,000); in the data active = a potency from the dose series; inconclusive = inhibition mostly from about 14% at the one dose, without a potency; inactive = the rest, 99 in 100 with inhibition below about 12%; also: strong numbers were not always called active
Salmonella PhoP GFP: Inhibition of PhoP regulon, Salmonella typhi GFP reporter cells, confirmation, 4 h (AID 1850) | Salmonella Typhi PhoP-promoter GFP reporter, fluorescence, 4 h; higher % means a stronger effect | actives 0.33% (n = 310,000) | one-dose inhibition, % at 50 µM; IC50 in µM for titrated hits; in the data active = a potency from the dose series; inconclusive = inhibition mostly from about 25% at the one dose, without a potency; inactive = the rest, 99 in 100 with inhibition below about 19%;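 also: 0% = induced wells with vehicle and 100% = uninduced wells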
tuberculosis growth: growth inhibition of non-replicating M. tuberculosis (AID 488890); Mycobacterium tuberculosis non-replicating, growth inhibition; higher % means a stronger effect; inhibition, % at 25 µM; hits with a dose series show IC50 in µM; actives 0.39% (n = 320,000); in the data active = a potency from the dose series; inconclusive = inhibition mostly from about 82% at the one dose, without a potency; inactive = the rest, 99 in 100 with inhibition below about 76%;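 also: plate controls were DMSO cells for no effect and high antibiotic wells for full effect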
influenza NS1A: H1N1 influenza NS1A inhibitors, functional cell based assay (AID 504329). NS1A functional cell-based assay, percent inhibition; higher % means a stronger effect. one-dose inhibition, % at 12.5 µM; IC50 in µM for titrated hits. actives 0.3% (n = 340,000); in the data active = a potency from the dose series; inconclusive = inhibition above about 27% without an active follow-up result; also: strong numbers were not always called active
M. tuberculosis HTS: M. tuberculosis growth inhibition, HTS (AID 449762) | M. tuberculosis H37Rv growth inhibition, 7H9 media; higher % means a stronger effect | inhibition, % at 25 µM; hits with a dose series show IC50 in µM | actives 0.59% (n = 330,000); in the data active = a potency from the dose series; inconclusive = inhibition above about 70% without an active follow-up result;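 also: bacterial growth assessed after seven days of incubation; strong numbers were not always called active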
* = called active by the depositor.

`Cc1ccc(C(=O)COC(=O)c2nc3nccc(C)n3n2)c(C)c1` gave inhibitors of VEEV 1.7%, tuberculosis growth 22%, influenza NS1A -3% and M. tuberculosis HTS 2%.
CC(C)C(=O)NC(Nc1cc(C(F)(F)F)ccc1Cl)C(Cl)(Cl)Cl (stereo not given) was read as inhibitors of VEEV inactive, Salmonella PhoP GFP 6%, tuberculosis growth -11%, influenza NS1A 0% and M. tuberculosis HTS -12%.
Screening O=C(NCCCN1CCOCC1)c1ccc2c(=O)n(CCc3ccccc3)c(=O)[nH]c2c1 returned inhibitors of VEEV 6.4%, Salmonella PhoP GFP 6%, tuberculosis growth 9%, influenza NS1A 2% and M. tuberculosis HTS 8%.
`Cc1cnc(C(=O)Nc2ccc3c(c2)CCC3)cn1` gave inhibitors of VEEV 0.2%, Salmonella PhoP GFP -6%, tuberculosis growth 74%, influenza NS1A -5% and M. tuberculosis HTS 3%.
Screening Cc1cccc(CNC(=O)c2ccc3c(c2)N(C)CCS3)c1 returned inhibitors of VEEV 2.3%, Salmonella PhoP GFP 1%, tuberculosis growth -7%, influenza NS1A 8% and M. tuberculosis HTS -16%.
`COC(=O)c1ccc(-c2ccco2)n1Cc1cc(C)ccc1C` gave inhibitors of VEEV 4.8%, Salmonella PhoP GFP -10%, tuberculosis growth -14%, influenza NS1A 14% and M. tuberculosis HTS -1%.
CC1Cc2ccccc2N1S(=O)(=O)c1cccc(C(=O)NCCCn2ccnc2)c1 (stereo not given) was read as inhibitors of VEEV 0.1%, Salmonella PhoP GFP -13%, tuberculosis growth 38%, influenza NS1A 4% and M. tuberculosis HTS 1%.
`CCn1c(C)c(C(C)=O)c(N2CCN(c3ccc(OC)cc3)CC2)nc1=S` gave inhibitors of VEEV 0.3%, Salmonella PhoP GFP -10%, tuberculosis growth -6%, influenza NS1A 2% and M. tuberculosis HTS -1%.
CCn1cc(NC(=O)Nc2ccccc2C(=O)OC)c(C(N)=O)n1 was read as inhibitors of VEEV 6.0%, Salmonella PhoP GFP 12%, tuberculosis growth -10%, influenza NS1A 2% and M. tuberculosis HTS -1%.
For O=C(NCc1ccccc1)C1CCCN1S(=O)(=O)c1ccc(Cl)cc1 (stereo not given) the results were inhibitors of VEEV inactive, Salmonella PhoP GFP -3%, tuberculosis growth -16%, influenza NS1A -6% and M. tuberculosis HTS 13%.
Screening CCOC(=O)C1CCCN(S(=O)(=O)c2cc3c4c(c2)CCC(=O)N4CCC3)C1 (stereo not given) returned inhibitors of VEEV 6.4%, Salmonella PhoP GFP -1%, tuberculosis growth -12%, influenza NS1A -8% and M. tuberculosis HTS -4%.
Screening NC(=O)c1sc2nc(-c3ccccc3)c3c(c2c1N)CCCC3 returned inhibitors of VEEV 4.6%, Salmonella PhoP GFP -1%, tuberculosis growth 20%, influenza NS1A 0% and M. tuberculosis HTS 60%.
For O=C(NC1=NCCS1)c1ccc(Cl)c(Cl)c1 the results were inhibitors of VEEV 0.7%, Salmonella PhoP GFP -3%, tuberculosis growth 76%, influenza NS1A -10% and M. tuberculosis HTS 4%.
Screening COc1ccc(C2CC(c3cccs3)=NN2C(=O)CCC(=O)O)cc1OC (stereo not given) returned inhibitors of VEEV inactive, Salmonella PhoP GFP 9%, tuberculosis growth -1%, influenza NS1A 4% and M. tuberculosis HTS -5%.
Screening Cc1[nH]nc2c1C(c1ccccc1F)CC(=O)N2 (stereo not given) returned inhibitors of VEEV 4.0%, Salmonella PhoP GFP 0%, tuberculosis growth 9%, influenza NS1A -7% and M. tuberculosis HTS 8%.
`C[C@H](CO)N1C[C@H](C)[C@@H](CN(C)Cc2ccc(-c3ccccc3)cc2)Oc2c(NS(=O)(=O)c3cccs3)cccc2C1=O` gave inhibitors of VEEV 3.2%, tuberculosis growth 29%, influenza NS1A -10% and M. tuberculosis HTS 5%.
`O=Cc1ccc(-c2ccccc2C(=O)O)o1` gave inhibitors of VEEV 0.5%, Salmonella PhoP GFP -1%, tuberculosis growth -6%, influenza NS1A -11% and M. tuberculosis HTS -5%.
For Cc1cc(C(=O)COC(=O)c2ccc(NC(=O)CC#N)cc2)c(C)n1CCc1ccc(F)cc1 the results were inhibitors of VEEV 5.6%, tuberculosis growth 56%, influenza NS1A -11% and M. tuberculosis HTS 41%.
Screening COc1ccc(N(CC(=O)N2CCCC2)S(C)(=O)=O)cc1 returned inhibitors of VEEV inactive, Salmonella PhoP GFP 5%, tuberculosis growth -12%, influenza NS1A -2% and M. tuberculosis HTS 0%.
`O=C(c1ccc(Br)o1)N(c1ccccn1)C1CCCCC1` gave inhibitors of VEEV 3.9%, Salmonella PhoP GFP -11%, tuberculosis growth -23%, influenza NS1A 0% and M. tuberculosis HTS 15%.
For Cn1c(SCc2cccc3ccccc23)nnc1-c1ccco1 the results were inhibitors of VEEV 8.5%, Salmonella PhoP GFP 0%, tuberculosis growth 5%, influenza NS1A 1% and M. tuberculosis HTS 7%.
Screening Cc1cc(C(C)C)n2c(nc3ccccc32)c1C#N returned Salmonella PhoP GFP -1%, tuberculosis growth 0% and M. tuberculosis HTS -2%.
`COc1cc2nc(Nc3ccc(C)c(Cl)c3)nc(N)c2cc1OC` gave inhibitors of VEEV inactive, Salmonella PhoP GFP 6%, tuberculosis growth inconclusive, influenza NS1A 8% and M. tuberculosis HTS 33µM*.
CCc1cccc(NC(=O)Cn2cccc2)c1 was read as inhibitors of VEEV 3.5%, Salmonella PhoP GFP 3%, tuberculosis growth 69%, influenza NS1A 6% and M. tuberculosis HTS 14%.

Compounds above that contain a thiophene ring, fused or not, in the order listed:
Screening NC(=O)c1sc2nc(-c3ccccc3)c3c(c2c1N)CCCC3 returned inhibitors of VEEV 4.6%, Salmonella PhoP GFP -1%, tuberculosis growth 20%, influenza NS1A 0% and M. tuberculosis HTS 60%.
Screening COc1ccc(C2CC(c3cccs3)=NN2C(=O)CCC(=O)O)cc1OC (stereo not given) returned inhibitors of VEEV inactive, Salmonella PhoP GFP 9%, tuberculosis growth -1%, influenza NS1A 4% and M. tuberculosis HTS -5%.
`C[C@H](CO)N1C[C@H](C)[C@@H](CN(C)Cc2ccc(-c3ccccc3)cc2)Oc2c(NS(=O)(=O)c3cccs3)cccc2C1=O` gave inhibitors of VEEV 3.2%, tuberculosis growth 29%, influenza NS1A -10% and M. tuberculosis HTS 5%.

Next section
Cc1ccc(CNC(=O)c2c(C)cc(=O)oc2C)cc1 was read as inhibitors of VEEV inactive, Salmonella PhoP GFP 0%, tuberculosis growth -4%, influenza NS1A -2% and M. tuberculosis HTS -2%.
Cn1nccc1C(=O)N1CCN(c2cccc(C(F)(F)F)c2)CC1 was read as inhibitors of VEEV 2.9%, Salmonella PhoP GFP -2%, tuberculosis growth 2%, influenza NS1A -1% and M. tuberculosis HTS -2%.
Screening COC(=O)C1Sc2[nH]c(=O)sc2C2c3ccccc3OC(=O)C12 (stereo not given) returned inhibitors of VEEV 0.5%, Salmonella PhoP GFP -9%, tuberculosis growth 3%, influenza NS1A 0% and M. tuberculosis HTS -22%.
Cc1ccc(C)c(S(=O)(=O)Nc2cc(SCC(=O)O)c(O)c3ccccc23)c1 was read as inhibitors of VEEV 0.0%, Salmonella PhoP GFP 15%, tuberculosis growth 17%, influenza NS1A 12% and M. tuberculosis HTS 2%.
Cc1cc(C)cc(N(C(=O)C2CCCC2)C2C=CS(=O)(=O)C2)c1 (stereo not given) was read as inhibitors of VEEV inactive, Salmonella PhoP GFP -2%, tuberculosis growth 0%, influenza NS1A 1% and M. tuberculosis HTS -1%.
`Cc1cc(-c2n[nH]c(=S)n2Cc2ccco2)nn1C` gave inhibitors of VEEV 1.3%, Salmonella PhoP GFP 1%, tuberculosis growth 15%, influenza NS1A -1% and M. tuberculosis HTS 3%.
For COc1ccccc1-c1nc(S(=O)(=O)c2ccc(Cl)cc2)c(N(C)C)o1 the results were inhibitors of VEEV 0.7%, Salmonella PhoP GFP 4%, tuberculosis growth -4%, influenza NS1A -8% and M. tuberculosis HTS 6%.
For COc1ccc(-c2ccc(=O)n(Cc3ccccc3)n2)cc1 the results were inhibitors of VEEV inactive, Salmonella PhoP GFP 13%, tuberculosis growth -1%, influenza NS1A -4% and M. tuberculosis HTS 0%.
`CCN1CCN(C(=O)c2nn(-c3ccccc3)c(=O)c3ccccc23)CC1` gave inhibitors of VEEV 2.6%, Salmonella PhoP GFP -10%, tuberculosis growth 2%, influenza NS1A 5% and M. tuberculosis HTS -14%.
COc1ccc(CNC(=O)Cc2ccc(NC(=O)C3=C(C)OCCS3)cc2)cc1 was read as inhibitors of VEEV inactive, Salmonella PhoP GFP -3%, tuberculosis growth 13%, influenza NS1A -1% and M. tuberculosis HTS 1%.
For C/C(=N/NC(=O)c1ccc(Cn2cccn2)o1)c1cccc(NC(=O)c2ccncc2)c1 the results were inhibitors of VEEV 1.1% and influenza NS1A 8%.
Screening O=C(CN(C1CCCCC1)S(=O)(=O)c1ccccc1)N1CCCC1 returned inhibitors of VEEV 1.0%, Salmonella PhoP GFP -6%, tuberculosis growth 16%, influenza NS1A -11% and M. tuberculosis HTS -4%.
Screening O=C1CCN(Cc2ccccc2)C=C1c1ccc2ccccc2c1 returned inhibitors of VEEV inactive, tuberculosis growth 27%, influenza NS1A 0% and M. tuberculosis HTS 0%.
For Cc1ccc(-c2c(C(=O)N/N=C/c3cccs3)nnn2-c2nonc2N)cc1 the results were inhibitors of VEEV 2.2%, Salmonella PhoP GFP -4%, tuberculosis growth 9%, influenza NS1A 1% and M. tuberculosis HTS 2%.
For O=C(NC(Cc1ccccc1)C(=O)N1CCCCC1)c1ccccc1 (stereo not given) the results were inhibitors of VEEV 10%, Salmonella PhoP GFP 6%, tuberculosis growth -10%, influenza NS1A 11% and M. tuberculosis HTS -1%.
`O=C(Nc1ccccc1Cl)OCc1cncs1` gave inhibitors of VEEV 1.8%, Salmonella PhoP GFP 0%, tuberculosis growth 2%, influenza NS1A -7% and M. tuberculosis HTS 1%.
`CO/N=C/c1ccc(N2CCCC2)c([N+](=O)[O-])c1` gave inhibitors of VEEV 0.1%, Salmonella PhoP GFP 6%, tuberculosis growth 8%, influenza NS1A 14% and M. tuberculosis HTS 0%.
For CC(C)(C)OC(=O)N[C@@H](Cc1c[nH]c2ccccc12)c1nnc(SCC(N)=O)o1 the results were inhibitors of VEEV inactive, Salmonella PhoP GFP -2%, tuberculosis growth -7%, influenza NS1A 4% and M. tuberculosis HTS 2%.
O=C(Nc1ccccc1)c1nc[nH]c1C(=O)N1CCc2ccccc2C1 was read as inhibitors of VEEV 1.3%, tuberculosis growth 65%, influenza NS1A -15% and M. tuberculosis HTS inconclusive.
`CC(C)CC(=O)Nc1ccc(C(=O)Nc2cccc(O)c2)cc1` gave inhibitors of VEEV 6.5%, Salmonella PhoP GFP 3%, tuberculosis growth 1%, influenza NS1A -5% and M. tuberculosis HTS -7%.
`COc1ccc(/C=N/NC(=O)c2ccoc2C)cc1O` gave inhibitors of VEEV 4.4%, Salmonella PhoP GFP -1%, tuberculosis growth -5%, influenza NS1A 0% and M. tuberculosis HTS -1%.
Screening Cc1ccc(-n2nc3c(c2NC(=O)c2cccs2)CSC3)cc1 returned inhibitors of VEEV inactive, Salmonella PhoP GFP -10%, tuberculosis growth 8%, influenza NS1A 8% and M. tuberculosis HTS -5%.
For CC1CN(C(=O)COC(=O)COc2ccc(C#N)cc2)CC(C)O1 (stereo not given) the results were inhibitors of VEEV 3.2%, Salmonella PhoP GFP -1%, tuberculosis growth -15%, influenza NS1A -13% and M. tuberculosis HTS 3%.
For O=S(=O)(c1ccccc1)c1cnn2c(C(F)(F)F)cc(-c3ccc(F)cc3)nc12 the results were inhibitors of VEEV 0.8%, Salmonella PhoP GFP -4%, tuberculosis growth 3%, influenza NS1A -5% and M. tuberculosis HTS 6%.
Screening CC(C)C[C@H]1CNC(=S)N1CC1CCCN1C[C@H](CC(C)C)N1C[C@H](Cc2ccc(O)cc2)N(CC2CCCCCC2)C1=S (stereo not given in full) returned inhibitors of VEEV 0.3% and influenza NS1A -17%.
CC(C)(Oc1cccc2ccccc12)C(=O)O was read as inhibitors of VEEV 1.2%, Salmonella PhoP GFP 8%, tuberculosis growth 10%, influenza NS1A -9% and M. tuberculosis HTS 8%.
For CCn1c2ccccc2c2cc(/C=N/NC(=O)c3ccc(O)cc3)ccc21 the results were inhibitors of VEEV 6.5%, Salmonella PhoP GFP 6%, tuberculosis growth 29%, influenza NS1A 1% and M. tuberculosis HTS 4%.
CCOC(=O)C1=C(C)N(CCCC(=O)O)C(=O)NC1c1ccc([N+](=O)[O-])cc1 (stereo not given) was read as inhibitors of VEEV 0.3%, Salmonella PhoP GFP 1%, tuberculosis growth -12%, influenza NS1A 3% and M. tuberculosis HTS 8%.
`CC1CCN(S(=O)(=O)N2CCCC(C(=O)NCc3ccccc3Cl)C2)CC1` (stereo not given) gave inhibitors of VEEV 0.2%, Salmonella PhoP GFP -4%, tuberculosis growth 12%, influenza NS1A 3% and M. tuberculosis HTS 5%.

Compound activity deposited in PubChem BioAssay by Southern Research Specialized Biocontainment Screening Center.
